Screening data from PubChem BioAssay.
WRN inhibitor: blocks human WRN helicase; Q14191; WRN helicase unwinding, fluorescent forked duplex, kinetic; Potency, µM (series often up to 114 µM), without a hit: at the highest dose activity change, negative = inhibition, usual class: inhibitors; 360,000 compounds, 0.46% hits; AID 651768; further: potency means the concentration at half of the fitted maximal effect; on the % scale 0 is the no-effect control and ±100 the full control effect; nearly all actives have a fitted effect of over 55% in size
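Kinetic red-fluorescence monitoring (525/598 nm) tracks WRN helicase activity after 100 nM fluorophore-quencher forked duplex and 2 mM ATP are added to 20 nM enzyme pretreated 15 min at room temperature with compound.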
PLK1 PBD block: inhibitors of human PLK1 polo-box domain binding | 360,000 compounds, 2.8% hits | Plk1 PBD binding of FITC phosphopeptide, fluorescence polarization | AID 720504 | Potency, µM, for inactives: max response, negative = inhibition, hits mostly inhibitors | P53350; further: potency means the concentration at half of the fitted maximal effect; series mostly up to about 57 µM; on the % scale 0 is the no-effect control and ±100 the full control effect; nearly all actives have a fitted effect of over 65% in size
PI5P4Ka inh: PI5P4K alpha (human) kinase inhibition; 330,000 compounds, 1.2% hits; max response, %; P48426; PI5P4Kalpha enzyme, ADP-Glo luminescence, 60 min; hits give low values; AID 652105; active means max response of -50% or lower; inconclusive means between -30% and -50%; inactive means -30% or higher; further: value at the top dose of about 77 µM; on the % scale 0 is the no-effect control and ±100 the full control effect
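ADP-Glo luminescence end-point after a 60 min room-temperature kinase reaction. PI5P4Kalpha and substrate in HEPES pH 7.4 buffer with EGTA, 0.1% CHAPS and 5% DMSO; ATP at 5 microM final.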
EPAC1 agonist: agonists of human EPAC1; O95398; EPAC1 agonist qHTS, biochemical assay; response scale: 100% = response to 6.5 mM cAMP; Potency, µM (series often up to 154 µM), inactives show at the highest dose activation, hits mostly activators; 360,000 compounds, 0.073% hits; AID 720707; further: potency means the concentration at half of the fitted maximal effect; nearly all actives have a fitted effect of over 60% in size
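Nucleotide exchange assay: 100 nM EPAC1 with 250 nM Rap1B loaded with BODIPY-GDP and 50 uM GDP, room temperature. Fluorescence (480/540 nm) read every 5 min for 30 min; signal change normalized to 6.5 mM cAMP as full agonist.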
MmCpn inh: M. maripaludis TRiC chaperonin inhibition | purified Mm-Cpn ATPase, ADP Transcreener TR-FRET | Potency, µM (top dose mostly 76.9 µM), without a hit: at the highest dose activity, negative = inhibition, hits mostly inhibitors | 330,000 compounds, 0.031% hits | AID 504842; further: potency means the concentration at half of the fitted maximal effect; on the % scale 0 is the no-effect control and ±100 the full control effect; nearly all actives have a fitted effect of over 80% in size
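Purified archaeal chaperonin (25 nM final) was preincubated with compound for 10 min at 37°C, then ATP (10 uM final) was added for 30 min at 37°C in Tris pH 7.4/KCl/MgCl2/DTT buffer. ADP was quantified by HTRF Transcreener TR-FRET.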
EPAC1 antagonist: antagonists of human EPAC1; 360,000 compounds, 0.14% hits; EPAC1 GEF assay, Rap1b-BODIPY-GDP exchange fluorescence; AID 720709; O95398; Potency, µM (series often up to 115 µM), without a hit: top-dose activity change, negative = inhibition, usual class: inhibitors;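 further: potency means the concentration at half of the fitted maximal effect; plate controls were vehicle for no effect and positive control for full effect; nearly all actives have a fitted effect of over 50% in size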
EPAC2 antagonist: blocks human EPAC2 exchange factor; Q8WZA2; Potency, µM (top dose mostly 114 µM), without a hit: top-dose activity, negative = inhibition, most hits filed as inhibitors; EPAC2 GEF exchange of Rap1B-BODIPY-GDP, fluorescence; AID 720708; 360,000 compounds, 0.18% hits; further: potency means the concentration at half of the fitted maximal effect; on the % scale 0 is the no-effect control and ±100 the full control effect; nearly all actives have a fitted effect of over 45% in size; many of its hits are not listed in these tables
CCT chaperon mod: modulators of cytosolic chaperonin (CCT/TRiC) activity. purified chaperonin ATPase assay, HTRF ADP detection, 30 min. 360,000 compounds, 0.3% hits. AID 651819. activity change, % (concentration not given with the values), hits read low; in the data active means activity change below about -30%; further: on the % scale 0 is the no-effect control and ±100 the full control effect
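Nucleotide hydrolysis assay: TRiC at 20–40 nM final (set by batch activity) with 10 uM ATP, 30 min at 37 °C, in presence of 76 uM compound. Detection by competitive ADP HTRF, 30 min ambient.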
* marks the source's active call; other numbers are inactive results; ? = inconclusive; · = no result given; [ ] = dose if it differs, or a comment. Unless noted, the call rests on the fitted dose curve; in most records, active means well fitted curve in the direction sought with a large enough effect; inconclusive means small, poorly fitted or top-dose-only effect, or another doubt; inactive means no such curve, though single readings can be large; an effect the other way counts as inactive or inconclusive. A portion of the library; the hit share may differ from the screen's.

SMILES	WRN inhibitor	PLK1 PBD block	PI5P4Ka inh	EPAC1 agonist	MmCpn inh	EPAC1 antagonist	EPAC2 antagonist	CCT chaperon mod
COc1ccc(OC)c(/C=N/n2c(COc3ccccc3)n[nH]c2=S)c1	1%	-13%	-1	-5%	-12%	2%	3%	-1.4
COc1ccc(OCC(=O)N2CCc3c([nH]c4ccccc34)C2c2ccccn2)cc1 (stereo not given)	-5%	4%	12	20%	-2%	-8%	-8%	0.4
CC(C)CC1CC(=O)OC1(C)C(=O)CSc1nc2ccccc2s1 (stereo not given)	-15%	19µM*	-20	16%	0%	-6%	-5%	2.2
N#Cc1cccc(-c2nnc(SCc3ccccc3C#N)o2)c1	-1%	-22%	-2	14%	1%	-13%	-4%	-1.8
CN(C)S(=O)(=O)c1cccc(NC(=O)COC(=O)/C=C/c2ccc([N+](=O)[O-])cc2)c1	-10%	-17%	2	9%	3%	2%	-3%	-3.5
Cc1ccc(NC(=O)c2ccccc2N(C)S(C)(=O)=O)cc1C	6%	-12%	·	8%	1%	6%	1%	-0.9
Cc1ccc(-n2nnnc2/C=C\Nc2cc(C)on2)cc1	-14%[57.1 µM]	-1%	-7	-8%	0%	5%	4%	0.8
COc1ccccc1N1CCN(S(=O)(=O)c2ccc(-n3cnnn3)cc2)CC1	5%	-2%	-6	-6%	1%	-4%	9%	-2.5
COc1ccc(CC(=O)NNC(=O)c2ccccn2)cc1	-26%	-12%	0	4%	0%	-6%	1%	-0.8
CC(=O)Nc1sc2c(c1C(c1cccc(F)c1)N1CCN(CCO)CC1)CCCC2 (stereo not given)	-1%	-7%	5	5%	-1%	0%	-9%	-0.6
CCc1cc(C(=O)NNC(=S)Nc2ccccc2C)cs1	-21%	-9%	3	-10%	4%	5%	0%	1.7
CC(=O)NCc1cn2c(C)csc2n1	-1%	-6%	-1	1%	-3%	9%	10%	-3.3
CCSc1nnc(CNC(=O)C23CC4CC(CC(C4)C2)C3)n1Cc1ccccc1	-31%[57.1 µM]	-15%	-16	5%	-1%	-3%	-1%	-1.9
N#C/C(=C\c1ccc(-c2ccc(C(=O)O)cc2)o1)c1nc2ccccc2[nH]1	?	44%[activator]	?	23%	0%	35%[activator]	1%	0.5
CC(O)Cn1c(N2CCCC2)nc2c1c(=O)[nH]c(=O)n2C (stereo not given)	-4%	6%	-20	2%	-3%	6%	0%	-1.2
Cc1ccc2nc(Nc3ccccc3O)nc(-c3ccccc3)c2c1	-9%[57.1 µM]	-7%	·	10%	0%	2%	-1%	-1.1
Cc1cc(NC(=O)Cc2cccs2)nn1CC(=O)NCc1ccco1	-6%	-8%	1	13%	2%	0%	-3%	-1.3
Cc1ccc(CS(=O)(=O)Cc2ccc(C(=O)NCCc3ccccc3)o2)cc1	5%	-9%	7	11%	1%	3%	6%	-0.6
Brc1cccc(-c2nc3ccc(Br)cn3c2Cc2ccsc2)c1	-9%	?	-24	1%	·	-8%	-22%	1.5
COc1cccc(CNC(=O)Cc2ccc(Br)cc2)c1	-3%	4%	5	4%	-3%	0%	-4%	-0.3
CCc1nc2c(OCc3ccc(C(F)(F)F)cc3)cccn2c1N(C)C(C)=O	1%	-18%	3	-3%	·	-16%	-18%	0.5
O=c1cc(/C=C/c2ccccc2)oc2ccccc12	-24%	-15%	·	12%	1%	-16%	-3%	-1.5
Cc1c(NC(=O)C(C)OC(=O)C(NC(=O)c2ccco2)C(C)C)c(=O)n(-c2ccccc2)n1C (stereo not given)	2%	3%	·	0%	1%	0%	5%	-1.7
CCOC(=O)CSc1nc(C2CC2)nc2ccccc12	-2%	-6%	·	12%	2%	-14%	-4%	-1.5
O=C(CCCNS(=O)(=O)c1cccs1)N1CCc2ccccc2C1	6%	-12%	-3	6%	1%	-2%	3%	-0.4
Cc1ccc(NC(=O)Nc2ccc3c(c2)CCC3)c(C)c1	2%	2%	-8	-2%	1%	-24%	0%	-0.7
CCCc1cc(=O)n2[nH]c(NCc3cccs3)nc2n1	3%	-6%	·	6%	-1%	20%	15%	-2.0
C=C(C)CNC(=O)CCc1nnc(Cc2cccc(C(F)(F)F)c2)o1	5%	-12%	-1	-13%	-2%	2%	4%	-1.3
O=C(O)c1ccc(C(=O)Nc2cccc3ccccc23)c(C(=O)O)c1	1%	-16%	-3	8%	-2%	8%	3%	-2.3
COc1cc(NC(=O)CSc2nnc3ccc(-c4cccnc4)nn23)cc(OC)c1	-5%	-8%	3	9%	2%	5%	-21%	1.9
Cc1c(Cl)cccc1S(=O)(=O)Nc1ccnn1C	3%	0%	4	-7%	0%	-6%	2%	-1.0
CCOC(=O)N1CCN(C(=O)CSc2nc(=O)n3ccc(C)cc3n2)CC1	-3%	-9%	4	-1%	-12%	-3%	9%	-0.5
CCOc1ccc(NC(=S)NC(=O)/C=C/c2ccc(Br)cc2)c([N+](=O)[O-])c1	-8%	2%	-3	6%	-13%	-19%	-6%	-1.7
COc1ccc(CCNC(=O)CN2C(=O)NC(CCSC)C2=O)cc1 (stereo not given)	-3%	1%	-3	-3%	1%	5%	-2%	-1.3
Cc1cc(C)cc(OCC(=O)Nc2cccc(C(=O)O)c2)c1	-10%	-9%	·	2%	1%	11%	-1%	-1.0
COc1ccc(C(=O)/C=C2\NCCc3cc(OC)c(OC)cc32)cc1OC	0%	-13%	1	-27%	-3%	9%	?	2.3

Records above printed as active in PLK1 PBD block:
smiles | WRN inhibitor | PLK1 PBD block | PI5P4Ka inh | MmCpn inh | EPAC1 antagonist | EPAC2 antagonist | CCT chaperon mod
CC(C)CC1CC(=O)OC1(C)C(=O)CSc1nc2ccccc2s1 (stereo not given) | -15% | 19µM* | -20 | 0% | -6% | -5% | 2.2

The list continues:
SMILES	WRN inhibitor	PLK1 PBD block	PI5P4Ka inh	EPAC1 agonist	MmCpn inh	EPAC1 antagonist	EPAC2 antagonist	CCT chaperon mod
NC(=O)c1cc2ccccc2o/c1=N\NC(=O)c1ccc(F)cc1	1%	-10%	4	-6%	-1%	?	3%	0.2
CCN(CC)C(=O)Cn1cnc2sc(C(=O)Nc3cc(OC)c(OC)c(OC)c3)c(C)c2c1=O	0%	-1%	·	-2%	?	15%	4%	-2.2
COCCNc1oc(-c2ccccc2Cl)nc1S(=O)(=O)c1ccc(C)cc1	-33%	-21%	-24	15%	0%	-24%	-9%	-2.5
Cc1ccc(NC(=O)c2ccc(-n3cccn3)c([N+](=O)[O-])c2)cc1	-5%	-11%	-5	8%	0%	0%	-15%[57.1 µM]	-3.8
CC1CCCN(C(=O)CSCC(=O)Nc2nc(-c3cccs3)cs2)C1 (stereo not given)	1%	-8%	3	1%	1%	3%	-10%	0.1
CCn1cc(C(=O)Nc2cccc(NC(C)=O)c2)c2cc(OC)c(OC)cc2c1=O	-27%	-2%	-2	1%	1%	-3%	-7%	-1.8
COc1cccc(N2CCN(C(=O)c3ccc4nc[nH]c4c3)CC2)c1	-11%[11.6 µM]	0%	-28	-8%	0%	-3%	5%	-0.5
COc1ccc(-c2cc(C(=O)NN3CCOCC3)c3ccccc3n2)cc1OC	0%	-15%	-9	6%	-2%	-5%	2%	-0.6
CCOC(=O)C1CCN(C(=O)/C=C/c2cccs2)CC1	-22%	-16%	8	11%	-1%	-7%	6%	-4.8
CSc1ncccc1C(=O)OCC(=O)NCc1cccs1	-22%	-15%	5	5%	-3%	4%	-2%	-3.5
COC(=O)c1nn(-c2ccc(OC)cc2)c(=O)cc1Oc1cccc(Cl)c1	12%	-4%	-1	-4%	-3%	6%	-2%[57.1 µM]	-2.5
C/C(CCc1ccc2c(c1)OCO2)=N\N=C1\NC(=O)CC(C(=O)Nc2ccc(Cl)cc2)S1 (stereo not given)	-8%	-2%	·	27%	1%	-4%	-2%	0.1
O=C(COC(=O)C1CCC1)Nc1cc(S(=O)(=O)N2CCCCC2)ccc1Cl	-3%	-7%	-10	14%	4%	-14%	-15%	-3.4
CS(=O)(=O)N(CC(=O)N/N=C/c1cc2c(cc1Br)OCO2)c1ccccc1Br	-26%	-9%	-5	11%	-6%	-1%	-1%	-2.1
CC(=O)c1cc(F)c(N2CCCC2)cc1C	-26%	-6%	3	7%	-4%	-14%	3%	2.1
Cc1ccc(C(=O)c2oc3ccccc3c2NC(=O)c2cc(-c3ccccc3O)n[nH]2)cc1	5%	-17%	-26	-8%	-8%	20%	19%	1.2
O=C(c1cc2ccccc2oc1=O)N1CCN(S(=O)(=O)c2ccccc2)CC1	-6%	0%	0	-4%	3%	4%	3%	0.4
Cc1c(Cl)cccc1NC(=O)CSc1nncn1-c1cccnc1	1%	-4%	-9	4%	-4%	8%	4%	-2.3
O=C(NN1C(=O)C2C3C=CC([C@@H]2C1=O)C31CC1)c1ccccc1 (stereo not given in full)	6%	0%	0	-5%	0%	-3%	4%	-1.3
CCOC(=O)/C(C(=Nc1ccccc1)Nc1ccccc1)=C(\C)O	-1%	-2%	10	0%	0%	-1%	-7%	1.0
CN1CCCN(C(=O)CC2(CC(=O)O)CCCC2)CC1	0%	-17%	0	-2%	2%	-15%	6%	-0.4
CNCCCOc1cc(C)cc(C)c1C	-7%	-3%	11	3%	0%	-7%	6%	2.7
OC(COCc1cccs1)CN1CCN(c2cccc(C(F)(F)F)c2)CC1 (stereo not given)	3%	3%	0	-10%	-1%	-4%	0%	3.3
O=C(NN=Cc1cccc2ccccc12)C1CC1	0%	-5%	-10	-5%	·	-16%	-1%	-1.0
O=C(Nc1nnc(-c2ccc(Cl)cc2)o1)NC1CCCCC1	-8%	-3%	4	4%	0%	0%	14%	-0.1
N#C/C(=C\c1cccnc1)C(=O)Nc1ccc(O)cc1F	-18%	-13%	-10	-2%	-3%	5%	15%	-0.6
Cc1cc(C(=O)OCC(=O)N2CCCCCC2)ccc1[N+](=O)[O-]	3%	-2%	-1	4%	0%	-3%	-4%	5.3
C[C@H]1CCC[C@@]2(O[C@H](CCO)C[C@@H](O)[C@@H]2O)O1	-3%	-12%	-3	1%	·	-10%	26%	-3.5
c1ccc(Sc2ccccn2)cc1	-5%	-7%	-23	8%	·	-4%	-12%	-3.6
Cc1ccc(CN(N=Nc2nonc2N)c2nonc2N)c(C)c1	-10%	-2%	5	18%	·	2%	-13%	0.4
